GPR151 activ = activators of human GPR151, primary screen, cell-based, PathHunter beta-arrestin, luminescence; PathHunter beta-arrestin GPR151 cells; AID 1508602, 2020; 1% of 650,000 active; activation, % at 11.2 µM; in the data active means activation above about 4.9%;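 further: 0% = median of compound wells and 100% = cells with positive control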
MITF primary = MITF inhibitors, primary screen, biochemical, AlphaScreen, human; Microphthalmia-associated transcription factor (Homo sapiens), O75030; AlphaScreen MITF homodimerization, bead proximity signal; inhibition, % at 2.6 µM; 0.91% of 650,000 active; in the data active means inhibition above about 50%;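 further: 0% = vehicle wells with protein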
TEAD-YAP block = TEAD-YAP interaction inhibition, primary screen, TEAD-YAP interaction inhibitor project, luminescence, HEK-TIYL cells | 1.4% of 640,000 active | TEAD-Gal4/YAP UAS-luciferase luminescence | inhibition, % at 9.12 µM; in the data active means inhibition above about 32%;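 further: 0% = median of test compound wells and 100% = reference inhibitor wells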
FBW7 activator = FBW7 E3 ligase activators, primary screen, biochemical, AlphaScreen, human. F-box/WD repeat-containing protein 7 (Homo sapiens), Q969H0. AlphaScreen FBW7–phospho-cyclin E peptide binding, activator screen. normalized activity (activation), % at 26.1 µM. 0.13% of 650,000 active. AID 1259310, 2017; in the data active means normalized activity above about 1.9%;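 further: purified mutant Fbw7 with reduced substrate affinity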
Target sequence (Q969H0 whole entry, looked up): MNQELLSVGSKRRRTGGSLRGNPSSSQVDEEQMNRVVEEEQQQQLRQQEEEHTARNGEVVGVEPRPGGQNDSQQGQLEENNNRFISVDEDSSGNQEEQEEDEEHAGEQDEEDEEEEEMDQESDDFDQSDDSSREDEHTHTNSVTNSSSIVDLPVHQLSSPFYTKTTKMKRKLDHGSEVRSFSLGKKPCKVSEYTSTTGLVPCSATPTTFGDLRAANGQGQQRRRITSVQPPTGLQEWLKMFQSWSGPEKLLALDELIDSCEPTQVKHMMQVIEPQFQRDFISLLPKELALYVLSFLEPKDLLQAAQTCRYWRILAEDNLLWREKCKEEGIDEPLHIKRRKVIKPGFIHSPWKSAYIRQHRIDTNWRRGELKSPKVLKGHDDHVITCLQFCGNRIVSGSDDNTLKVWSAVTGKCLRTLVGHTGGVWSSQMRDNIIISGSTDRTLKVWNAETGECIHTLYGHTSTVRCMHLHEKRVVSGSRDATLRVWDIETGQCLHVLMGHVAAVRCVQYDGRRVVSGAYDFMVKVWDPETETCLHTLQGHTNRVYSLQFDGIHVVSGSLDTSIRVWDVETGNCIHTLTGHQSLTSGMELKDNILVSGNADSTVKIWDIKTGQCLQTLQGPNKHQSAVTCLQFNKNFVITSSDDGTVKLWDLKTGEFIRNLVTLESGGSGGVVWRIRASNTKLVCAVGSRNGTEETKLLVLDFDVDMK
Numbers without * were called inactive.

Order of results – MITF primary	TEAD-YAP block	FBW7 activator	GPR151 activ
#1 COc1ccc(C(=O)NCc2csc(C)n2)cc1OC1CCN(C(C)C)CC1
→ 9	6	0.5	-1.6
#2 CCc1ccc2nc(Nc3nc4ccccc4c(=O)[nH]3)nc(C)c2c1
→ 4	-5	0.0	0.8
#3 CCn1c(SCC(=O)Nc2cccc(C(F)(F)F)c2)nc2c1c(=O)n(C)c(=O)n2C
→ 11	29	0.8	-0.7
#4 O=c1c2ccccc2nc(SCc2c(F)cccc2Cl)n1CCN1CCOCC1
→ -3	1	0.1	-0.3
#5 CSc1nc(C(=O)NCC2Cc3cc(-c4nc(C)cnc4C)ccc3O2)cs1 (stereo not given)
→ 2	4	-0.2	-1.0
#6 COc1ccc(C(=O)Nc2ccccc2C(=O)Nc2cccc(C)c2)c(OC)c1OC
→ 11	-12	0.1	0.3
#7 CC(=O)/C=C1\N(C)c2ccc(C)cc2C1(C)C
→ -7	-4	-0.2	0.1
#8 Cc1ccc(-c2cncc(-c3cc(NCc4ccco4)nc(C)n3)c2)cc1
→ 4	-4	-0.2	2.0
#9 O=S(=O)(Nc1cccc(C(F)(F)F)c1)c1ccc(Br)cc1
→ 4	6	0.1	2.7
#10 COc1ccc(C(=O)Oc2ccc3c(=O)c(-c4nc5ccccc5s4)coc3c2C)cc1
→ -4	-1	0.0	-1.6
#11 O=C1CC(NCCc2ccc(Cl)cc2)C(=O)N1c1ccc(Br)cc1 (stereo not given)
→ 1	1	-0.1	-0.7
#12 CC(C)CN1C(=O)NC(NC(=O)c2ccc(Cl)cc2)(C(F)(F)F)C1=O (stereo not given)
→ -16	0	0.0	0.5
#13 Cc1ccn2cc(C(=O)N3CCC(Cc4ccccc4)CC3)nc2c1
→ 16	2	0.8	-0.3
#14 CC(C)(C)NCC(O)COc1ccc(Br)cc1 (stereo not given)
→ -5	15	-0.1	-0.6
#15 CC1(C)CC(=O)C=C(NCc2ccccn2)C1
→ -3	0	-0.2	-0.7
#16 C/C(=N\Nc1cccc(C(=O)O)c1)c1ccccc1Br
→ 34	-79	-0.1	-1.5
#17 CCc1nnc(/N=C/c2c(C)[nH]n(-c3ccc(Br)cc3)c2=O)s1
→ 9	7	-0.5	-2.0
#18 COc1cccc(CN2CCN(c3nc4nonc4nc3N3CCCC3)CC2=O)c1
→ 7	10	0.3	1.2
#19 CCc1nnc(NC(=O)CSc2ncn[nH]2)s1
→ -9	-16	0.2	2.4
#20 O=C1N[C@H](C(=O)N2CCOc3ccc(C(O)C4CCCCC4)cc3C2)CS1 (stereo not given in full)
→ 5	8	0.0	-0.1
#21 CCOc1ccccc1NC(=O)C1CC(=O)N=C(N)S1 (stereo not given)
→ 2	11	0.1	-0.5
#22 COc1ccc(C2C(C(=O)Nc3ccc(C(F)(F)F)cc3)c3cc(OC)c(OC)cc3C(=O)N2C)cc1OC (stereo not given)
→ -2	-1	0.1	1.0
#23 O=C(Cc1c(F)cccc1Cl)Nc1cc(C(=O)NC2CCCCNC2=O)ccc1N1CC2CC(C1)c1cccc(=O)n1C2 (stereo not given)
→ 2	-6	-0.1	1.4
#24 O=C(COC(=O)CNC(=O)C1CCCCC1)Nc1ccc(Cl)cc1[N+](=O)[O-]
→ -11	-4	0.0	-0.8
#25 Fc1ccc(CN2CCN(C3CCN(Cc4ccccc4)CC3)CC2)cc1
→ 14	9	0.0	0.2
#26 CC(C)(C)OC(=O)NC(COCc1ccccc1)C(=O)NCC(=O)OCc1ccccc1 (stereo not given)
→ -10	-3	-0.1	-0.3
#27 CCOC(=O)c1sc2nc(SCc3ccc(Cl)cc3)n(Cc3ccc(OC)cc3)c(=O)c2c1C
→ -7	-17	0.0	0.4
#28 N#C/C(C(=O)NCC1CCCO1)=C1/C(=O)N(Cc2ccccc2Cl)c2ccccc21 (stereo not given)
→ -3	-2	-0.2	0.4
#29 Cc1ccc(C2=CCN(C(=O)c3ccc(N(C)C)cc3)CC2)o1
→ 0	-2	0.0	3.8
#30 CC(=O)NS(=O)(=O)c1ccc(NC(=O)c2ncoc2-c2ccc3ccccc3c2)cc1
→ -5	-10	0.0	-1.6

Overlap with the part before: 2 entries, then new ones.
Order of results – MITF primary	TEAD-YAP block	FBW7 activator	GPR151 activ
#29 Cc1ccc(C2=CCN(C(=O)c3ccc(N(C)C)cc3)CC2)o1
→ 0	-2	0.0	3.8
#30 CC(=O)NS(=O)(=O)c1ccc(NC(=O)c2ncoc2-c2ccc3ccccc3c2)cc1
→ -5	-10	0.0	-1.6
#31 O=C(Cn1cncn1)c1ccc(Cl)cc1
→ 0	-4	-0.1	7.8*
#32 CC12CN(C(=O)c3ccccc3)CC(C)(CN(C(=O)c3ccccc3)C1)C2
→ 16	1	0.3	-1.1
#33 Cc1ccc(NC(=O)CN2C(=O)N/C(=C\c3ccc(N4CCCC4)cc3C)C2=O)cc1
→ 15	0	-0.1	-0.5
#34 Cc1ccc(/C(=N/NC(=O)Cc2ccccc2)C23CN4CN(CN(C4)C2)C3)cc1
→ 14	3	-0.1	4.8
#35 CCOc1cc(C)nc(N2CCC(C(=O)NCCCOC)CC2)n1
→ 15	-5	0.7	0.7
#36 O=C(O)c1ccccc1C(=O)Nc1ccc(-c2ccc([N+](=O)[O-])cc2)cc1
→ -1	-15	0.2	2.0
#37 CCOC(=O)c1c(/N=C(\C)c2sc3ccccc3c2O)sc(C)c1C
→ -4	-5	-0.2	0.7
#38 CS(=O)(=O)N(CC(=O)Nc1ccc2c(c1)OCO2)Cc1ccc(Cl)cc1
→ 0	-17	-0.1	3.8
#39 CC(C)(C)c1ccc(C(=O)Nc2ccc3nc(SCc4ccc(Br)cc4)sc3c2)cc1
→ -4	2	0.1	-0.9
#40 O=C(O)c1cc(S(=O)(=O)N2CCOCC2)ccc1Sc1ccc(F)cc1
→ 11	-9	0.1	0.0
#41 COCCCn1c(=S)[nH]c2sc3c(c2c1=O)CCCS3
→ 3	-10	-0.3	1.2
#42 CCOC(=O)/C(C#N)=C/c1c(Oc2ccccc2)nc2c(C)cccn2c1=O
→ 12	-1	0.1	0.2
#43 CC1=C(C(=O)Nc2ccc(Cl)cc2)C(c2ccco2)C(C#N)=C(SCC(=O)Nc2ccc(Cl)cc2)N1 (stereo not given)
→ -10	9	-0.1	1.5
#44 N#C/C(=C/c1ccc(Br)cc1)c1nc2ccccc2c(=O)[nH]1
→ 8	7	0.0	3.3
#45 CCC(=O)Nc1ccc(N2CCCCC2)c(Cl)c1
→ 14	-29	-0.1	-0.9
#46 CC(C)NC(=S)N/N=C1\CCCc2ccccc21
→ 6	5	-0.2	-0.2
#47 CO/N=C/c1ccc(N2CCN(S(C)(=O)=O)CC2)c([N+](=O)[O-])c1
→ -8	-11	-0.1	0.7
#48 CCCCNC(=O)c1sc2ccc(S(=O)(=O)N3CCCCC3)cc2c1N
→ 6	9	0.0	0.9
#49 Cc1ccc(NC(=O)Cn2c(=O)oc3cc(S(=O)(=O)NC4CCCC4)ccc32)cc1
→ 13	18	0.2	0.5
#50 CCOC(=O)C1(Cc2ccccc2Cl)CCN(C(=O)c2cc[n+]([O-])cc2)CC1
→ -17	-3	-0.2	-0.3
#51 Cc1c(C(=O)NCC(C)O)sc2ncnc(NC3CC3)c12 (stereo not given)
→ -1	-3	-0.2	-0.1
#52 COc1cccc(Nc2nc(-c3cc(OC)c(OC)c(OC)c3)nc3ccccc23)c1
→ 1	37*	0.0	0.0
#53 O=C(O)CCCNc1ncnc2c1oc1ccccc12
→ 0	2	-0.1	0.0
#54 CC(=O)n1c(C#N)c(O)c2ccccc21
→ 6	-11	-0.1	0.0
#55 COc1ccc(OC)c(N(CC(=O)Nc2cccc(Cl)c2C)S(C)(=O)=O)c1
→ 23	1	-0.1	2.7
#56 Cc1nnc(NC(=O)CSc2nnc(NC(=O)OCc3ccccc3)s2)s1
→ -1	-4	-0.1	1.9
#57 O=C1c2cc(S(=O)(=O)n3cnc4ccccc43)ccc2-c2ccc(S(=O)(=O)n3cnc4ccccc43)cc21
→ 2	-7	-0.1	0.1
#58 CC1(C)Cc2ccccc2-c2nnc(SCC3OCCO3)n21
→ 13	-2	0.1	0.6
#59 C=CCN=C1CC(C)(C)CC(=O)/C1=C(/O)c1ccccc1
→ 6	-4	0.1	0.1
#60 COc1cc(C=C2C(=O)NC(=O)NC2=O)cc(Br)c1OCc1cccc(F)c1
→ -2	1	-0.8	0.6
#61 CC(=O)Nc1nnc(CCS(=O)(=O)c2ccc3ccccc3c2)s1
→ 14	-3	0.1	0.0
#62 CC(=O)c1cccc(NC(=O)c2cc3nc(-c4ccc(C)cc4)cc(C(F)(F)F)n3n2)c1
→ -1	3	0.0	1.2
#63 O=C(c1cccs1)N(CCCn1ccnc1)c1nc2c(F)cc(F)cc2s1
→ 13	1	-0.1	-0.3
#64 COC(=O)C1=C(C)NC2=C(C(=O)CC(c3ccccc3)C2)C1c1cc(C)sc1SC (stereo not given)
→ -131	17	-0.1	1.7
#65 O=C(Cn1cc2c(n1)CCCCC2)NCCCc1ccccc1
→ -3	-7	-0.1	-1.6
#66 COC(=O)c1ccc(NC(=O)C(=O)NCc2ccco2)cc1
→ -58	-8	-0.1	0.1
#67 Cc1ccccc1OCC(=O)NCC1CCCO1 (stereo not given)
→ 10	1	0.0	3.2
#68 O=C(CN(C(=O)Cn1nnc(-c2ccc(F)cc2)n1)c1ccccc1)NC1CCCC1
→ 4	3	0.2	2.3
#69 Cc1nc2sc(-c3nc4ccccc4[nH]3)c(N)c2c(C)c1Cl
→ -13	1	-0.1	-0.4
#70 COc1ccc(CNc2ccnc3c(-c4cc(OC)c(OC)c(OC)c4)cnn23)cc1
→ 14	12	0.1	-0.9
#71 O=C(CCCn1c(SCC(=O)Nc2ccccc2Cl)nc2ccccc2c1=O)NCCc1ccccc1
→ -6	4	-0.2	-0.3
#72 CCCOc1ccc(C2C(C(=O)OC)=CN(Cc3ccc(OC)cc3)C=C2C(=O)OC)cc1
→ 5	2	0.2	0.7
#73 CC(C(=O)N1CCN(Cc2ccco2)C[C@@H]1C(C)C)c1n[nH]c(=O)c2ccccc12 (stereo not given in full)
→ 5	10	0.0	0.4
#74 CCOc1ccccc1-c1csc(NC(=O)CC(C)(C)C)n1
→ 6	11	0.2	0.2
#75 O=C1CSC(=Nc2ccccc2)N1
→ 2	0	0.0	-0.5
#76 NC(=O)C1CCN(C(=O)c2cc(-c3ccccc3Cl)on2)CC1
→ 3	-51	-0.1	-0.6
#77 COc1cccc(CNC(=O)CCNC(=O)c2ccc(Br)o2)c1
→ -2	1	0.0	1.2
#78 CC(NC(=O)C1CC1)c1nnc2n1CCN(Cc1ccnc3ccccc13)CC2 (stereo not given)
→ 5	8	0.0	1.1
#79 CN(C)CCNC(=O)/C(=C/c1ccc(C(C)(C)C)cc1)NC(=O)c1ccccc1
→ 10	-2	-0.1	0.2

Part of the list above, screen by screen:
(61) CC(=O)Nc1nnc(CCS(=O)(=O)c2ccc3ccccc3c2)s1
(62) CC(=O)c1cccc(NC(=O)c2cc3nc(-c4ccc(C)cc4)cc(C(F)(F)F)n3n2)c1
(63) O=C(c1cccs1)N(CCCn1ccnc1)c1nc2c(F)cc(F)cc2s1
(64) COC(=O)C1=C(C)NC2=C(C(=O)CC(c3ccccc3)C2)C1c1cc(C)sc1SC (stereo not given)
(65) O=C(Cn1cc2c(n1)CCCCC2)NCCCc1ccccc1
(66) COC(=O)c1ccc(NC(=O)C(=O)NCc2ccco2)cc1
(67) Cc1ccccc1OCC(=O)NCC1CCCO1 (stereo not given)
(68) O=C(CN(C(=O)Cn1nnc(-c2ccc(F)cc2)n1)c1ccccc1)NC1CCCC1

Compound | 61 | 62 | 63 | 64 | 65 | 66 | 67 | 68
MITF primary | 14 | -1 | 13 | -131 | -3 | -58 | 10 | 4
TEAD-YAP block | -3 | 3 | 1 | 17 | -7 | -8 | 1 | 3
FBW7 activator | 0.1 | 0.0 | -0.1 | -0.1 | -0.1 | -0.1 | 0.0 | 0.2
GPR151 activ | 0.0 | 1.2 | -0.3 | 1.7 | -1.6 | 0.1 | 3.2 | 2.3

(69) Cc1nc2sc(-c3nc4ccccc4[nH]3)c(N)c2c(C)c1Cl
(70) COc1ccc(CNc2ccnc3c(-c4cc(OC)c(OC)c(OC)c4)cnn23)cc1
(71) O=C(CCCn1c(SCC(=O)Nc2ccccc2Cl)nc2ccccc2c1=O)NCCc1ccccc1
(72) CCCOc1ccc(C2C(C(=O)OC)=CN(Cc3ccc(OC)cc3)C=C2C(=O)OC)cc1
(73) CC(C(=O)N1CCN(Cc2ccco2)C[C@@H]1C(C)C)c1n[nH]c(=O)c2ccccc12 (stereo not given in full)
(74) CCOc1ccccc1-c1csc(NC(=O)CC(C)(C)C)n1
(75) O=C1CSC(=Nc2ccccc2)N1

Compound | 69 | 70 | 71 | 72 | 73 | 74 | 75
MITF primary | -13 | 14 | -6 | 5 | 5 | 6 | 2
TEAD-YAP block | 1 | 12 | 4 | 2 | 10 | 11 | 0
FBW7 activator | -0.1 | 0.1 | -0.2 | 0.2 | 0.0 | 0.2 | 0.0
GPR151 activ | -0.4 | -0.9 | -0.3 | 0.7 | 0.4 | 0.2 | -0.5

Assay outcomes: PubChem BioAssay, The Scripps Research Institute Molecular Screening Center
